# PGC1a acetyl inh = lowers PGC1a acetylation signal in U2OS cells. AID 651687. actives 0.17% (n = 350,000). AlphaScreen anti-acetyl-lysine; with virally co-expressed GCN5 acetyltransferase. inhibition, % at 15.6 µM;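 active = every replicate shows inhibition of at least 40%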;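 note: 0% = neutral control wells and 100% = positive control wells; some results beyond the cut were filed as inactive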
# PglD DTNB = blocks C. jejuni PglD acetyltransferase activity. actives 0.098% (n = 360,000). purified PglD enzyme, DTNB colorimetric CoA detection. inhibition, % at 12.5 µM; in the data active = inhibition above about 16%, passing the limit was not always enough; note: strong numbers were not always called active
# PAX8 inh HTS = PAX8 transcriptional activity inhibition; inhibition, % at 12.6 µM; actives 1.2% (n = 360,000); AID 652154; RMG-I TPO-luciferase reporter, SteadyGlo, 24 h;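 active = mean replicate inhibition at least 60% with every replicate also reaching 60%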;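 note: luciferase light reporting Pax8 driven TPO promoter activity; plate controls were median of neutral control wells for no effect and mitoxantrone controls for full effect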
# ARNT TACC3 PPI = disruptors of human ARNT/TACC3 interaction | Q9Y6A5 | AlphaScreen His-ARNT PAS-B/GST-TACC3 binding, luminescence; TACC3 fragment carries E629A point mutation | inhibition, % at 9.99 µM | actives 0.66% (n = 390,000) | AID 623870;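 active = mean inhibition of replicates at least 50% and at least half of replicates each reaching 50%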;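 note: 0% = complete ARNT plus TACC3 wells and 100% = ARNT alone without TACC3; many hits fall short of the cut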
# GSIS activator = GLuc luminescence reporter in INS-1E cells, primary screen for activators of glucose-dependent secretion of insulin; INS-1E GLuc reporter insulin secretion, 2-3 h; activation, % at 16.6 µM; actives 0.61% (n = 370,000); AID 743287;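 active = lowest replicate activation of at least 40%, so every replicate reaches that level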;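 note: 0% = median of neutral control wells and 100% = median of IBMX positive control wells; some compounds called inactive have numbers as strong as hits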
# LGR2 antag = blocks bursicon-induced cAMP signaling via Drosophila LGR2. HEK293 LGR2, CRE-luciferase, bursicon-stimulated, 4 h. inhibition, % at 9.99 µM. AID 720647. actives 0.35% (n = 380,000);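 active = drop in luminescence signal, shown as inhibition above about 50% in the replicate tests, limit read from the data, passing the limit was not always enough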;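 note: agonist challenge used bursicon conditioned medium at about half maximal strength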
# Statin myotox sup = suppressors of simvastatin-induced myotoxicity in C2C12 myotubes | ATP luminescence, 48 h; scaled: DMSO 0, geranylgeraniol control 100 | rescue of ATP level, % at 7.49 µM | actives 0.78% (n = 330,000);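 active = mean ATP rescue above about 67%, or every replicate alone reaching that limit, limit read from the data, passing the limit was not always enough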;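 note: myotubes were challenged with 10 µM simvastatin during compound exposure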
# Cneo AK release = causes C. neoformans cell lysis | lysis activity, % at 15 µM | actives 0.2% (n = 360,000) | adenylate kinase release luminescence, 4 h; normalised: neutral wells 0, clomiphene wells 100 | AID 651654;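 active = mean lysis activity across replicates of at least 80%, whatever share of replicates individually reach that level; inactive = mean lysis activity below 80%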
#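 Signal: Adenylate kinase release luminescence | Assay system: Log-phase Cryptococcus neoformans yeast cells | Input: Cells at 5 × 10^6 per mL | Buffer or medium: Fresh YPD growth medium | Compound: Single dose | Schedule: Static 4 h at 37 °C with compound, 1 h detection | Controls: Clomiphene | Read-out: Luminescence rise reflecting yeast cell lysis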
# Active calls of the source: *; nt = not tested or not shown.
1) Cc1ccc(-c2csc(/C(C#N)=C(\O)CN3CCN(C(=O)c4ccco4)CC3)n2)cc1
2) COc1ccc(CN(C)C[C@@H]2Oc3ccc(NS(C)(=O)=O)cc3CC(=O)N([C@@H](C)CO)C[C@@H]2C)cc1
3) CN(c1ccccc1)S(=O)(=O)c1cccc(NC(=O)CCN2C(=O)C3CCCCC3C2=O)c1 (stereo unspecified)
4) CC(C)OCCCNC(=O)c1ccc(NC(=O)C2CCCO2)cc1 (stereo unspecified)
5) COC(=O)C[C@H]1CC[C@H]2[C@@H](COC[C@H](O)CN2S(=O)(=O)c2cn(C)cn2)O1
6) CC(C)CN1CCN(Cc2cccc3nccnc23)CC1CCO (stereo unspecified)
7) COc1ccc(NC(=O)c2nnn(Cc3cccc(F)c3)c2N)c(OC)c1
8) CC(=O)Nc1cccc(Oc2nc(NC(C)C)nc3cc(-c4ccccc4)sc23)c1
9) CCOC(=O)C1=C(c2ccccc2)Nc2ncnn2C1c1ccc(C(=O)O)cc1 (stereo unspecified)
10) CCN1C(=O)C2(C(C(=O)c3cc4ccccc4o3)=C(O)C(=O)N2CCCN2CCOCC2)c2ccccc21 (stereo unspecified)
screen / no.	1	2	3	4	5	6	7	8	9	10
PGC1a acetyl inh	nt	10	-1	9	5	nt	-3	nt	2	nt
PglD DTNB	-8	nt	-10	1	2	nt	-3	1	3	nt
PAX8 inh HTS	nt	-14	0	nt	-4	-6	-5	-39	-7	18
ARNT TACC3 PPI	2	nt	-1	-11	-6	8	-4	nt	-1	19
GSIS activator	nt	11	-24	nt	15	2	10	-6	6	-4
LGR2 antag	nt	10	7	nt	1	14	30	-41	-5	-1
Statin myotox sup	10	-20	-5	-4	2	nt	17	nt	13	nt
Cneo AK release	2	nt	6	1	6	nt	-2	-1	4	nt

# Records 8–10, quoted:
8) CC(=O)Nc1cccc(Oc2nc(NC(C)C)nc3cc(-c4ccccc4)sc23)c1
9) CCOC(=O)C1=C(c2ccccc2)Nc2ncnn2C1c1ccc(C(=O)O)cc1 (stereo unspecified)
10) CCN1C(=O)C2(C(C(=O)c3cc4ccccc4o3)=C(O)C(=O)N2CCCN2CCOCC2)c2ccccc21 (stereo unspecified)
screen / no.	8	9	10
PGC1a acetyl inh	nt	2	nt
PglD DTNB	1	3	nt
PAX8 inh HTS	-39	-7	18
ARNT TACC3 PPI	nt	-1	19
GSIS activator	-6	6	-4
LGR2 antag	-41	-5	-1
Statin myotox sup	nt	13	nt
Cneo AK release	-1	4	nt

# An excerpt of these results, field by field.
(10) CCN1C(=O)C2(C(C(=O)c3cc4ccccc4o3)=C(O)C(=O)N2CCCN2CCOCC2)c2ccccc21 (stereo unspecified)
  PGC1a acetyl inh: nt
  PglD DTNB: nt
  PAX8 inh HTS: 18
  ARNT TACC3 PPI: 19
  GSIS activator: -4
  LGR2 antag: -1
  Statin myotox sup: nt
  Cneo AK release: nt

(5) COC(=O)C[C@H]1CC[C@H]2[C@@H](COC[C@H](O)CN2S(=O)(=O)c2cn(C)cn2)O1
  PGC1a acetyl inh: 5
  PglD DTNB: 2
  PAX8 inh HTS: -4
  ARNT TACC3 PPI: -6
  GSIS activator: 15
  LGR2 antag: 1
  Statin myotox sup: 2
  Cneo AK release: 6

# Next section.
11) O=C(Cc1ccncc1)N1CC(=O)N2[C@@H](CO)[C@H](c3ccc(C4=CCCC4)cc3)[C@@H]2C1
12) c1ccc(-c2nnnn2-c2ccccn2)cc1
13) Cc1onc(-c2c(F)cccc2Cl)c1C(=O)NC(=S)NC1CCS(=O)(=O)C1 (stereo unspecified)
14) Cc1cc([N+](=O)[O-])nn1CC(=O)NNC(=S)Nc1ccc(Cl)cc1
15) CC1CCN(S(=O)(=O)c2ccc(C(=O)OC(C)C(=O)N(C)C3CCCCC3)cc2)CC1 (stereo unspecified)
16) CCC1COCCS(=O)(=O)N1Cc1ccccc1F (stereo unspecified)
17) CCOC(=O)C1=C(COC(=O)/C=C/c2cccc(F)c2)NC(=O)NC1C (stereo unspecified)
18) Cc1ccc(N2C(=O)N(CC(=O)Nc3cc(C)cc(C)c3)C(=O)C2C)cc1 (stereo unspecified)
19) C[C@@]12CC(=O)NC1N(C(=O)c1cccc(C(F)(F)F)c1)C(c1ccccc1OC(=O)c1cccc(C(F)(F)F)c1)C2 (stereo partly specified)
20) C1CCCCCC2(CCCCC1)OCC(CN1CCOCC1)O2 (stereo unspecified)
screen / no.	11	12	13	14	15	16	17	18	19	20
PGC1a acetyl inh	-3	-1	-9	3	8	nt	-25	0	10	nt
PglD DTNB	nt	nt	-1	-3	-1	4	4	nt	-1	nt
PAX8 inh HTS	-21	-12	7	nt	-2	-2	4	-1	nt	10
ARNT TACC3 PPI	nt	-1	2	7	1	-15	-4	2	nt	-25
GSIS activator	22	17	15	-15	12	nt	20	-15	-7	-10
LGR2 antag	-3	15	9	15	-5	0	-16	-4	-16	13
Statin myotox sup	nt	3	nt	26	-7	-4	1	nt	nt	nt
Cneo AK release	nt	nt	-2	1	0	0	-1	nt	0	nt

21) Cc1ccc(S(=O)(=O)NCc2ccncc2)c(C)c1C
22) Cc1ccccc1NC(=O)Cc1nc(COC(=O)Cc2c(F)cccc2Cl)cs1
23) O=C(NCC(c1ccco1)N1CCc2ccccc2C1)c1ccccc1Br (stereo unspecified)
24) Nc1nc(SCc2nc3scc(-c4cccs4)c3c(=O)[nH]2)n[nH]1
25) COc1ccc(OCC(=O)NNC(=O)c2cccc(O)c2)cc1
26) Cc1cc(NCC(c2ccccc2)c2ccccc2)n2ncnc2n1
27) COc1ccc(NC(=O)Nc2ccc3c(c2)[C@@H]2C[C@H](CC(=O)N4CCc5ccccc5C4)O[C@H](CO)[C@@H]2O3)cc1
28) Cn1c(=O)c2ccccc2n(CC(=O)NCCC2=CCCCC2)c1=O
29) COc1ccc(-c2ccc(CN3C(C(C)C)C(=O)N(Cc4cn(CC5CCCCC5)nn4)CCS3(=O)=O)cc2)cc1OC (stereo unspecified)
30) COc1cccc(/C=N/NC(=O)c2cc(-c3cccn3C)n[nH]2)c1
screen / no.	21	22	23	24	25	26	27	28	29	30
PGC1a acetyl inh	16	3	nt	2	nt	-21	-4	-9	-20	nt
PglD DTNB	nt	5	5	-1	nt	-12	-2	3	nt	0
PAX8 inh HTS	20	4	-1	nt	-5	9	-15	33	35	nt
ARNT TACC3 PPI	-4	-6	-1	1	-1	-8	5	nt	nt	14
GSIS activator	-60	-13	9	26	-4	-14	-16	-6	7	-8
LGR2 antag	5	-3	-16	2	10	12	-15	13	22	-7
Statin myotox sup	-24	12	24	7	nt	31	1	-19	18	-11
Cneo AK release	nt	-2	-1	1	nt	-1	-3	0	nt	-1

31) COc1cccc(C(O)c2nc3ccccc3n2C(C)C)c1OC (stereo unspecified)
32) NC(=O)c1ccc(Nc2nc(C(N)COCc3ccccc3)cs2)cc1 (stereo unspecified)
33) Cc1ccc(CONC(=O)c2cccc(C)c2)cc1
34) O=C(c1cnccn1)N1CC[C@H]2[C@H](CO)Nc3ccc(-c4ccccc4)cc3[C@H]21
35) O=C(O)C1CCCCC1C(=O)Nc1cccc(Br)c1 (stereo unspecified)
36) N/C(=N/O)c1nc(N2CCCC2)nc(N2CCCC2)n1
37) Cc1cccc(NC(=O)Nc2ccc3c(c2)CCC3)c1
38) Cc1ccccc1-n1c(SCC(=O)N(C)C2CCS(=O)(=O)C2)nc2ccccc2c1=O (stereo unspecified)
39) CCOc1ccc(CCNC(=O)C(C)N2C(=O)CC(C)(C)Sc3ccccc32)cc1 (stereo unspecified)
40) COc1ccc(CC(=O)OCC(=O)Nc2ccc(N3CCOCC3)cc2)cc1
screen / no.	31	32	33	34	35	36	37	38	39	40
PGC1a acetyl inh	nt	nt	2	8	-2	nt	nt	-4	-9	-5
PglD DTNB	-1	-1	-1	3	2	6	1	-1	2	nt
PAX8 inh HTS	13	-5	-53	7	21	-11	-213	2	7	3
ARNT TACC3 PPI	-14	nt	2	6	nt	-2	-3	0	15	7
GSIS activator	28	nt	nt	9	-10	76*	12	-8	-36	-11
LGR2 antag	-11	2	-44	-10	-6	-15	-80	2	6	-6
Statin myotox sup	12	5	-7	-9	1	-1	nt	nt	-1	-4
Cneo AK release	15	-1	-2	4	0	1	-2	-3	-1	nt

41) CCOc1cc(C2C(C#N)=C(N)OC3CCCC(=O)C32)ccc1OCCN1CCOCC1 (stereo unspecified)
42) N#Cc1nc(-c2ccc(OCc3ccccc3)cc2)oc1N1CCOCC1
43) COC(=O)C[C@H]1CC[C@H]2[C@H](COc3ccc(NC(=O)c4ccc(OC)cc4)cc3C(=O)N2C)O1
44) CC(C)NC(=O)N1[C@@H]2CN(C)c3ccccc3[C@@H]2[C@@H]1CO
45) O=C(COC(=O)C12CC3CC(CC(C3)C1)C2)Nc1ccc([N+](=O)[O-])cc1Br
46) CCOc1cc(C(=O)N(CC)CC(=O)Nc2ccc3c(c2)OCCO3)ccc1OC
47) Cc1nn(-c2ccccc2)c(C)c1NC(=O)c1ccc(S(=O)(=O)N2CCCC2)cc1
48) Oc1ccc(Cn2ccnc2)c2cccnc12
49) COc1ccccc1N(C(C)=O)C1SC(=O)N(c2ccccc2)C1=O (stereo unspecified)
50) Cc1noc(C)c1C(=O)N1CCCC(C(=O)c2cccc(C(F)(F)F)c2)C1 (stereo unspecified)
screen / no.	41	42	43	44	45	46	47	48	49	50
PGC1a acetyl inh	-4	-5	-1	15	nt	-1	-2	8	-26	nt
PglD DTNB	-2	-1	1	-3	1	-3	6	nt	nt	6
PAX8 inh HTS	nt	nt	-23	7	-3	-39	nt	-17	nt	17
ARNT TACC3 PPI	-5	-2	8	-3	3	28	-1	58*	0	11
GSIS activator	nt	27	-8	2	-30	12	nt	54	5	16
LGR2 antag	nt	6	10	1	-5	-8	nt	-19	nt	nt
Statin myotox sup	15	9	-38	-17	nt	5	6	nt	12	1
Cneo AK release	2	0	3	5	3	0	1	nt	2	0

51) CS(=O)(=O)Nc1ccc2c(c1)[C@H]1C[C@H](CC(=O)NCc3ccc(-c4ccccc4)cc3)O[C@H](CO)[C@H]1O2
52) C[C@@H]1CN([C@H](C)CO)C(=O)c2cccc(NS(=O)(=O)c3ccccc3)c2O[C@@H]1CN(C)S(=O)(=O)c1cn(C)cn1
53) O=C(N/N=C/c1cccc2ccccc12)c1n[nH]c2c1CCCC2
54) Cc1ccc(S(=O)(=O)c2c(C)cc(C)nc2Cl)cc1
55) CN1CCC(=NNc2ncnc3sc4c(c23)CCCC4)CC1
56) Cc1ccccc1NC(=O)NC1(C(=O)N2CCC(O)CC2)CCCCC1
57) CCOc1ccc2[nH]c(=O)c(CN(Cc3ccco3)Cc3nnnn3Cc3ccccc3)cc2c1
58) C[C@H]1CCCCO[C@H](CN(C)Cc2ccc(C(=O)O)cc2)[C@@H](C)CN([C@@H](C)CO)C(=O)c2cc(NC(=O)CCC(F)(F)F)ccc2O1
59) COc1cccc(-c2cnc3c(c2)C(=O)N([C@@H](C)CO)C[C@@H](C)[C@H](CN(C)C(=O)CN(C)C)O3)c1
60) O=C(CCCN1C(=O)/C(=C\c2cccs2)SC1=S)Nc1cc([N+](=O)[O-])ccc1O
screen / no.	51	52	53	54	55	56	57	58	59	60
PGC1a acetyl inh	-1	-9	-1	-13	-8	5	26	-1	5	7
PglD DTNB	-3	3	nt	nt	3	5	-2	0	6	5
PAX8 inh HTS	24	-13	5	nt	2	7	nt	nt	nt	1
ARNT TACC3 PPI	5	-10	nt	2	12	0	0	-13	nt	-6
GSIS activator	-21	20	1	4	-6	12	-7	1	34	12
LGR2 antag	5	-6	-27	-2	-4	-4	9	0	3	-6
Statin myotox sup	8	44	-3	nt	-7	-4	-44	nt	0	-2
Cneo AK release	58	-3	nt	nt	0	-1	1	-2	-9	4

# High-throughput results from PubChem BioAssay.
